RGS12 GoLoco inh = inhibitors of human Gai1-RGS12 GoLoco interaction (red fluorophore) | Potency, µM (series often up to 61.6 µM), for the others: top-dose activity, negative = inhibition, most hits filed as inhibitors | P63096 | 0.44% of 230,000 active | Gai1:RGS12 GoLoco peptide FP, rhodamine, 10 min; active = well fitted inhibition curve with a large enough effect, not every such curve was filed as active; inactive = no such curve, though single readings can be large or run the other way; note: % is set by controls: 0 for no effect and ±100 for the full control effect; nearly all actives have a fitted effect of over 30% in size; many of its hits are not listed in these tables
Target sequence (P63096 whole entry, looked up): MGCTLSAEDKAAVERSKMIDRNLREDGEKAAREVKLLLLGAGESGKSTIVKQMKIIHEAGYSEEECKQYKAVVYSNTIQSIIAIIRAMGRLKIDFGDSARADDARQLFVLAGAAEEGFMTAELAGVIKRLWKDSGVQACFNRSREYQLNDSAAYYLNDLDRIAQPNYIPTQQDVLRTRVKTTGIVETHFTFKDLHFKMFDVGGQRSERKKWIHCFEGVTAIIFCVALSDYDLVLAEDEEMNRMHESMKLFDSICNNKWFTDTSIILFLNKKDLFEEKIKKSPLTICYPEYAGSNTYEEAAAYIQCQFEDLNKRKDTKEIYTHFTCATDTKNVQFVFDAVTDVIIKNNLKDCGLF
HTT cytoprotect = protects HTT-Q103 PC12 cells, measured by ATP | PC12 HTT-Q103 induced, cytoprotection, ATP luminescence, 40 h | Potency, µM (doses to about 56.4 µM), for inactives: cytoprotection (ATP increase), hits mostly activators | 0.14% of 230,000 active;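 note: % of control where 0% means no effect; nearly all actives have a fitted effect of over 45% in size; toxic huntingtin expression switched on by the ecdysone agonist tebufenozide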
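Readout: ATPlite luminescence (ATP level). Model: stable PC12, inducible Htt exon1 Q103-GFP. Inducer: tebufenozide, 100 nM final. Compounds: dose series. No G418 in medium.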
GAA glycogen = alters human alpha-glucosidase cleavage of glycogen; P10253; recombinant GAA, glycogen substrate, Amplex Red glucose oxidase fluorescence; Potency, µM (titrated, usually from 76.4 µM), for the others: at the highest dose activity change, negative = inhibition, actives largely listed as inhibitors; 0.38% of 300,000 active;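 note: 0% = full enzyme reaction and -100% = no-enzyme basal signal; the screen sought inhibitors and activators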
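Recombinant human alpha-glucosidase (4 nM final) hydrolysed bovine liver glycogen (30 ug) for 40 min at 37 C in pH 5.0 citrate/phosphate with 0.01% Tween-20. Released glucose detected by glucose oxidase/Amplex Red, Ex 573/Em 610 nm. Compounds up to 77 uM; AC50 from Hill fits.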
IMPase Li cell = IMPase inhibition in cells with lithium potentiation. Potency, µM (titrated, usually from 59.4 µM), for inactives: at the highest dose activity, negative = IMPase inhibition, usual class: inhibitors. 0.35% of 210,000 active. CHO-M1 cells, IP1 TR-FRET (IP-One), carbachol + lithium. AID 1457;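 note: IP1 builds up when IMPase is blocked and the TR-FRET signal falls; plate controls were basal vehicle for no effect and high inhibitor control for full effect; nearly all actives have a fitted effect of over 50% in size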
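CHO-M1, 2000 cells/well, 16–30 h culture; cpd + low Li+, 30 min 37C; lysis with d2-IP1/Eu-anti-IP1 Ab, 10 min RT; TR-FRET 665/620 ratio and 620 channel; AC50 via Hill.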
HTT aggregate = reduces HttQ103-GFP aggregates in PC12 cells; PC12 HttQ103-GFP aggregates, Acumen cytometry, 40 h; AID 1688; Potency, µM (highest dose often 46.1 µM), for the others: top-dose activity change, negative = inhibition, usual class: inhibitors; 1.1% of 220,000 active; note: % is set by controls: 0 for no effect and ±100 for the full control effect; nearly all actives have a fitted effect of over 60% in size
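Quantitative HTS on tebufenozide-induced (100 nM) PC12 cells stably expressing polyQ103 Huntingtin exon 1–GFP. Reduction of bright GFP aggregates, detected by laser scanning cytometry after lysis, identified actives across the titration.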
GAA spleen mod = inhibits or activates alpha-glucosidase in human spleen homogenate. P10253. human spleen homogenate, 4-MU-alpha-glucoside fluorescence. Potency, µM (titrated, usually from 79.9 µM), without a hit: at the highest dose activity change, negative = inhibition, most hits filed as inhibitors. 0.006% of 240,000 active. AID 2112;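 note: 0% = enzyme with vehicle and -100% = no enzyme basal signal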
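AC50 values come from Hill-equation fits of concentration-response data, normalized to no-enzyme and full-activity controls. Enzyme source: 1 ug human spleen homogenate; 1 mM fluorogenic 4-MU glucoside, pH 5.0 citrate buffer, 37 C, 40 min.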
GAA inhib = inhibitors of human lysosomal alpha-glucosidase; purified human GAA, 4-MU-alpha-glucoside fluorescence; Potency, µM (series often up to 76.9 µM), for inactives: at the top dose activity change, negative = inhibition, hits mostly inhibitors; AID 1466; 0.005% of 200,000 active;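 note: plate controls were uninhibited enzyme wells for no effect and no-enzyme background for full effect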
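Activity normalized between no-enzyme (basal) and enzyme-only wells. Conditions: 4 nM human enzyme, 400 uM fluorogenic substrate, citrate/phosphate pH 5.0 with Tween-20, 20 min room temperature, compounds up to 77 uM.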
* hit, by the source's call; u = inconclusive; x = no result given; [ ] = remark or other dose. Unless noted, calls come from the whole dose curve; as a rule, active = well fitted curve in the direction sought with a large enough effect; inconclusive = small, poorly fitted or top-dose-only effect, or another doubt; inactive = no such curve, though single readings can be large; an effect the other way counts as inactive or inconclusive. Potency is the fitted concentration of half-maximal effect. Some of the compounds tested, so the mix of outcomes need not match the whole.

SMILES | RGS12 GoLoco inh | HTT cytoprotect | GAA glycogen | IMPase Li cell | HTT aggregate | GAA spleen mod | GAA inhib
Cc1ccsc1C(=O)Nc1ccc(F)c([N+](=O)[O-])c1 | -3% | 26%[10 µM] | 0% | -7% | 24% | 2% | 5%
O=C1OCC2OC(O)C(O)C(O)C2OC(=O)c2cc(O)c(O)c(O)c2-c2c(O)c(O)c3oc(=O)c4c(c(O)c(O)c5oc(=O)c2c3c54)-c2c1cc(O)c(O)c2O (configuration not stated) | -45% | 3%[10 µM] | u | x | -25%[9.22 µM] | -2% | x
CC(C)NC(=O)CN(C)S(=O)(=O)c1ccc(F)cc1 | -9% | 16% | -5% | 13%[38.3 µM] | 21% | 5% | 2%
COCc1nc(-c2cc(OC)c(OC)c(OC)c2)no1 | -2% | -15% | 10% | -4%[38.3 µM] | 2%[9.22 µM] | 1% | -2%
S=C(S)NCCCn1ccnc1 | -5%[14.2 µM] | 6%[10 µM] | x | 2% | x | x | x
COc1ccc(CN2C(=O)c3cccc4cccc(c34)C2=O)cc1 | -7% | 4%[10 µM] | 2% | x | -10%[9.22 µM] | 2% | x
CCc1nnc(NS(=O)(=O)c2ccc(NC(=S)NC(=O)c3ccc(F)cc3)cc2)s1 | 8% | 7%[1.9 µM] | 3% | 2% | 0% | 4% | -9%
CCOC(=O)c1cnc2c(N=Nc3cccc(Cl)c3)c(N)nn2c1N | 1% | -80%[inhibitor] | 4% | 18%[38.3 µM] | 2% | 1% | u
O=C(O)c1nn(-c2ccc(Cl)cc2)ccc1=O | 2% | -7%[10 µM] | 6% | 17%[38.3 µM] | -3% | -20% | -12%
COC(=O)Nc1nc2ccc(C(=O)c3ccc(F)cc3)cc2[nH]1 | 11% | x | -1% | x | x | 2% | 2%[15.4 µM]
Cc1[nH][nH]c(=O)c1N=Nc1ccccc1 | -10% | u | 17% | -13%[38.3 µM] | -22% | -6% | -5%
CC[C@H](C)[C@H](NC(N)=O)C(=O)NCCc1ccc(Cl)cc1 | 17% | 5%[10 µM] | 4% | 3% | u | 5% | -4%
CCN(CC)S(=O)(=O)c1ccc(Cl)c(C(=O)Nc2ccc(Cl)cc2[N+](=O)[O-])c1 | 5% | 28%[10 µM] | 11% | 14% | -28% | -3% | 11%
O=C1CCCCC1Sc1nnc(-c2ccc3c(c2)OCO3)o1 (configuration not stated) | 2% | -12%[10 µM] | -2% | 3% | -12% | -21% | 2%
O=C(N/N=C/c1cccc([N+](=O)[O-])c1)c1cc2ccccc2o1 | 14% | 6%[10 µM] | -6% | -5% | 1% | -4% | 2%
CCCCNC(=O)c1c[nH]c2ccc(S(=O)(=O)N3CCOCC3)cc2c1=O | -4% | -5%[10 µM] | -4% | -2% | -13% | 0% | u
CCCCS(=O)(=O)C1CCS(=O)(=O)C1 (configuration not stated) | -6% | 2%[1.9 µM] | 2% | 8% | -6% | 3% | -6%
COc1ccc(/C=N/Nc2nnc(-c3ncc[nH]3)c3ccccc23)cc1 | 6% | -42%[inhibitor] | 11% | 0%[38.3 µM] | u | -4% | -4%
CCOc1ccc(NC(=O)CSc2nnc(C)n2Cc2ccccc2)cc1 | 6% | 8%[10 µM] | 4% | 9% | 7% | -7% | 0%
Cc1c(Cl)cccc1NC(=O)CNC(=O)c1ccc(F)cc1 | 1% | 8%[10 µM] | 18% | -2% | 15% | -4% | -3%
CCN(CC)C(=O)c1csc(Nc2ccc(C)cc2)n1 | x | 3% | -24% | x | -6% | 1% | 8%
Cc1ccccc1C(=O)N1CCC(C(=O)Nc2ccc3c(c2)OCO3)CC1 | 3% | -20%[10 µM] | -4% | 0% | -8% | -4% | -12%
NC(=O)NCCC[C@H](N)C(=O)O | 3% | -6%[1.9 µM] | x | 16% | x | 5% | x
CNC(=O)c1cc(Nc2nnc(C)c3ccccc23)ccc1OC | 2% | -1% | 2% | 11%[38.3 µM] | 24% | -7% | u
Cc1ccc(SCCC(=O)NCc2ccccn2)cc1 | 0% | 18% | 5% | 0% | -20% | 0% | -2%

Taken from the results shown, five compounds:
SMILES | RGS12 GoLoco inh | HTT cytoprotect | GAA glycogen | IMPase Li cell | HTT aggregate | GAA spleen mod | GAA inhib
Cc1ccsc1C(=O)Nc1ccc(F)c([N+](=O)[O-])c1 | -3% | 26%[10 µM] | 0% | -7% | 24% | 2% | 5%
O=C1OCC2OC(O)C(O)C(O)C2OC(=O)c2cc(O)c(O)c(O)c2-c2c(O)c(O)c3oc(=O)c4c(c(O)c(O)c5oc(=O)c2c3c54)-c2c1cc(O)c(O)c2O (configuration not stated) | -45% | 3%[10 µM] | u | x | -25%[9.22 µM] | -2% | x
CC(C)NC(=O)CN(C)S(=O)(=O)c1ccc(F)cc1 | -9% | 16% | -5% | 13%[38.3 µM] | 21% | 5% | 2%
COCc1nc(-c2cc(OC)c(OC)c(OC)c2)no1 | -2% | -15% | 10% | -4%[38.3 µM] | 2%[9.22 µM] | 1% | -2%
S=C(S)NCCCn1ccnc1 | -5%[14.2 µM] | 6%[10 µM] | x | 2% | x | x | x

The results go on.
SMILES | RGS12 GoLoco inh | HTT cytoprotect | GAA glycogen | IMPase Li cell | HTT aggregate | GAA spleen mod | GAA inhib
O=c1c2c(-c3ccccc3)csc2ncn1/N=C/c1cccc([N+](=O)[O-])c1O | 3% | -8% | -8% | 3% | -16% | -9% | -6%
COc1ccc(CC(=O)OC(C)CN2CCOCC2)cc1 (configuration not stated) | 9% | u | -5% | 0% | 28%[9.22 µM] | 6% | 6%
Cc1noc(C)c1S(=O)(=O)Nc1ccc(C(=O)NCCc2ccccc2)cc1 | 1% | -25% | 0% | 2%[38.3 µM] | 6% | -11% | 0%
Cc1ccc(C(C(=O)NCC2CCCO2)N(Cc2ccccc2)C(=O)c2ccc(-c3ccccc3)[nH]2)o1 (configuration not stated) | 9% | x | -12% | 6% | 0.13µM* | 0% | -12%
COc1ccccc1N1CCN(C(=O)CCCC2=NS(=O)(=O)c3ccccc3N2)CC1 | 0% | 13%[10 µM] | 12% | -2% | 9% | -5% | -3%
COc1ccc(CC(=O)NCc2nnc(SCCOc3ccccc3)n2C)cc1 | -2% | -3% | -7% | 18%[38.3 µM] | -9% | 1% | 1%
COc1ccc(CCNC(=O)C2CC2)cc1OC | 13% | -5%[10 µM] | 2% | -1%[38.3 µM] | -1% | 5% | 1%
COc1ccc(-c2nn(CCC#N)cc2/C=N/O)cc1OC | -16% | -17% | -16% | u | -11% | -9% | 3%
CCN(CC)C(=O)CSc1nnc(COc2ccccc2)n1N | 7% | 12%[10 µM] | 7% | -3% | 14%[9.22 µM] | 3% | 3%
Cc1ccc(C(=O)C2CCN(CC(=O)Nc3ccc(N(C)C)cc3)CC2)cc1 | -4% | -12%[10 µM] | -10% | 17%[38.3 µM] | 2% | -5% | -7%
OCCC1CN(Cc2cccc3nonc23)CCN1C1CCCCC1 (configuration not stated) | -5% | -9% | -14% | x | 11% | -10% | -6%
Cc1ccc(-c2[nH]c(-c3ccccc3)nc2SCC(=O)NCC2CCCO2)cc1 (configuration not stated) | -4% | x | 10%[76.3 µM] | 1% | -5% | -6% | 3%
CN(C)/C=N/C(=S)Nc1cc(Cl)cc(Cl)c1 | -5% | -10% | 14% | -1% | 8%[9.22 µM] | 2% | 7%
C#CCn1c(S(=O)(=O)Cc2ccc(F)cc2)nc(-c2ccccc2)c1-c1ccccc1 | 5% | -2%[10 µM] | -4% | -2%[38.3 µM] | u | -6% | -6%
O=C(COc1ccc(S(=O)(=O)N2CCCC2)cc1Cl)NC1CCCC1 | -12% | -2% | 0% | 13%[38.3 µM] | 0% | -3% | u
NC1(C(=O)OCc2ccccc2)CCCC1 | 2%[14.2 µM] | -10%[10 µM] | x | 1% | x | x | x
CC(=O)c1c(C)c[nH]c1C | 6% | -12% | 0% | 7%[38.3 µM] | -6% | -3% | 2%
S=c1nc(-c2ccccc2Br)[nH][nH]1 | 3% | 0%[10 µM] | u | -1% | 21% | 3% | 5%
O=C(Nc1ccccc1Br)C1CCN(C(=O)Cc2ccccc2)CC1 | -2% | x | 0% | 0% | 14% | -11% | -4%
COc1ccc(NC(=O)NNC(=O)CCC(=O)Nc2ccccc2Cl)cc1 | 9% | x | 9% | -3% | x | 0% | 6%
Nc1nc(SCC(=O)NCCCO)nc2sc3c(c12)CCC3 | 9% | -21% | -8% | -11%[38.3 µM] | -6% | -9% | 6%
COC(=O)c1sccc1-n1cccc1C(=O)C(=O)N1CCOCC1 | -11% | -25% | 16% | -9% | 6%[9.22 µM] | 4% | u
CC1CN(c2nc(-c3ccccc3)nnc2-c2ccccc2)CC(C)O1 (configuration not stated) | x | -16% | -9% | x | -17% | 2% | -5%
COC(=O)c1cc(NC(=O)c2cc(C)oc2C)cc(C(=O)OC)c1 | 8% | -4%[10 µM] | 3% | 11% | 3% | -3% | -1%
C=CCN=c1sc(C(=O)OC)cc(=O)n1CC=C | -2% | 5% | 5% | 6%[38.3 µM] | -7% | 10% | -4%

Other structures:
SMILES | RGS12 GoLoco inh | HTT cytoprotect | GAA glycogen | IMPase Li cell | HTT aggregate | GAA spleen mod | GAA inhib
COc1ccc(/C=N/NC(=O)Cn2ccnc2C)cc1OC | -1% | 4%[10 µM] | 7% | x | -6%[9.22 µM] | -4% | x
CC(=O)Nc1cc(C(=O)N2CCCC2)ccc1S(=O)(=O)c1ccc(Cl)cc1 | -13% | -15% | 0% | 22%[38.3 µM] | 5%[1.84 µM] | 2% | -4%
N#C/C(=C\c1cn(Cc2ccc(C#N)cc2)c2ccccc12)C(=O)NCc1cccs1 | -1% | 1%[10 µM] | -2% | -4% | u | 1% | 1%
N#Cc1nc(-c2ccco2)oc1NCCCn1ccnc1 | -1% | -3%[0.074 µM] | u | 7%[38.3 µM] | 4% | 9% | 3%
CCCn1c(C)cc(C(=O)COC(=O)c2cc(S(=O)(=O)NCC(C)C)c(Cl)cc2Cl)c1C | 6% | -11% | -4% | 48%[activator][38.3 µM] | -1% | -2% | -7%
Cc1nn(Cc2ccc(Cl)c(Cl)c2)c(C)c1NC(=O)c1cn(-c2ccccc2)nc1-c1ccccc1 | 0% | -42%[inhibitor] | -5% | 29%[38.3 µM] | u | 4% | u
CC(C)(C)NC(=O)C(c1ccccn1)N(C(=O)c1csnn1)C1CCCCC1 (configuration not stated) | 3% | x | -6% | 5% | x | -5% | 10%
CC(=O)N1CCCN(Cc2cn(-c3cccc(C)c3)nc2-c2cccc(F)c2)CC1 | 1% | -15%[10 µM] | -2% | x | -9%[9.22 µM] | -4% | x
CCc1nnc(SCC(=O)Nc2ccc(N3CCOCC3)cc2)o1 | -7% | -10% | 0% | 26%[38.3 µM] | -2% | 2% | -3%
CC(C)(C)NC(=O)c1cccc(NC(=O)CSc2ccc(Cl)cc2)c1 | 0% | 10%[10 µM] | -5% | 2% | -13% | -18% | 4%

Source: PubChem
